PKA-R1A act: activators of PKA-R1A holoenzyme, primary screen, biochemical, fluorescence polarization, Cy5-IP20, bovine R1A, mouse PKAc; PKA-R1A dissociation; scaled: DMSO 0%, 113 µM cGMP 100%; activation, % at 11.4 µM; 340,000 compounds, 0.083% hits;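 active = percent activation above the mean of all tested compounds plus 3 SD, cut at about 19% in these data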;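 note: higher means more PKAc released from R1A so a rise in polarization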
AddAB inh: growth inhibition of E. coli expressing H. pylori AddAB, primary screen, AddAB inhibitor project, absorbance. AID 435030, 2010. inhibition, % at 11.9 µM. 330,000 compounds, 0.29% hits; in the data active = inhibition above about 12%;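 note: 0% = vehicle wells of infected cells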
phage Ecoli inh: growth loss of phage-infected E. coli, primary screen, RecBCD inhibitor project, absorbance, with phage, HTS; AID 651602, 2012; inhibition, % at 11.9 µM; 360,000 compounds, 0.26% hits; in the data active = inhibition above about 11%
E coli growth: E. coli V3065 growth inhibition, primary screen, counter-screen for AddAB inhibitor project, absorbance, OD600 | 18 h | inhibition, % at 11.9 µM | AID 449728, 2010 | 330,000 compounds, 0.27% hits;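 active = inhibition above the campaign's mean inhibition across all tested compounds plus 3 SD, cut at about 9.9% in these data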;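 note: uninfected addAB+ strain grown without phage in ampicillin broth; 0% = DMSO wells and 100% = ciprofloxacin 0.95 µg/ml wells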
HTR5A ag ctr: HTR5A agonists in luminescence cell assay, primary screen, counter-screen for OPRM1-OPRD1 heterodimer agonist project, full-deck HTS; 5-hydroxytryptamine receptor 5A (Homo sapiens), P47898; cell-based; activation, % at 9.3 µM; 340,000 compounds, 0.61% hits; in the data active = activation mostly above about 9.5%, no sharp cut-off; inactive = mostly below about 7.6%;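 note: 0% = cells with vehicle only and 100% = reference agonist; strong numbers were not always called active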
PKA-R2B activ: activators of PKA-R2B holoenzyme, primary screen, biochemical, fluorescence polarization, Cy5-IP20, human. cAMP-dependent protein kinase catalytic subunit beta (Homo sapiens) + cAMP-dependent …. PKA-R2B holoenzyme dissociation; R2B truncated from residue 108, S112A mutant; 0% DMSO only, 100% 113 µM cGMP. activation, % at 11.4 µM. 340,000 compounds, 0.079% hits. AID 504700, 2011;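 active = activation above a cutoff set at the mean over all compounds plus 3 SD, cut at about 18% in these data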;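 note: higher means more holoenzyme dissociation and a rise in polarization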
Target sequence (P31323 whole entry, looked up, other chains not shown, the tested form may be a part): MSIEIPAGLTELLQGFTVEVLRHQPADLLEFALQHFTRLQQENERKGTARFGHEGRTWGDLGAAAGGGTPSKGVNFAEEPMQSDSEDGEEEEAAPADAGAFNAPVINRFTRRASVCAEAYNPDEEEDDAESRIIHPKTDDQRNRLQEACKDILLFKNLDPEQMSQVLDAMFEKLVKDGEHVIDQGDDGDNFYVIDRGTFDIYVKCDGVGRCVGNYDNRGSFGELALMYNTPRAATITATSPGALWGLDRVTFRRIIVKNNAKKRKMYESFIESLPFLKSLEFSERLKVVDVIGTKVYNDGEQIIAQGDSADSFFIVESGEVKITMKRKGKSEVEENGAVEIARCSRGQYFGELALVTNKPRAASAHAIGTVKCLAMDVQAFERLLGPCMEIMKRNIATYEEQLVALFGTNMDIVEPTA
SUMO Mot1 rescue: yeast Mot1-301 growth rescue at high temperature, primary screen, SUMOylation pathway inhibitor project, S. cerevisiae, ATP luminescence, 38.5C; S. cerevisiae Mot1-301 growth rescue; percent above DMSO median, 100 means doubled; growth rescue, % at 18.8 µM; 320,000 compounds, 1% hits;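 active = every valid replicate shows activation above 250% relative to neutral control wells; inactive = the rest, any valid replicate at or below 250%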;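 note: OY570 slx delta 5 strain wells were the positive control but not used for scaling; some compounds called inactive have numbers as strong as hits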
DAGLB inhibitor: DAGLB lipase inhibitors, primary screen, biochemical, fluorescence, HTS; inhibition, % at 5.17 µM; HEK293T DAGLB membrane lysate, EnzChek fluorogenic substrate; 340,000 compounds, 0.059% hits; in the data active = inhibition above about 34%;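 note: 0% = enzyme with vehicle and 100% = wells lacking enzyme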
CDK5 inh: inhibitors of human CDK5/p35 kinase, primary screen, biochemical, single concentration | Cyclin-dependent kinase 5 (Homo sapiens) + Cyclin-dependent kinase 5 activator 1 (Homo … | Recombinant CDK5/p35, ADP-Glo luminescence, 60 min | inhibition, % at 10 µM | 330,000 compounds, 0.01% hits;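 active = highest replicate inhibition of at least 50% and at least 75% of replicates reaching 50%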;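 note: plate controls were DMSO neutral control for no effect and GW8510 at 10 µM for full effect; many of its hits are not listed in these tables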
Target sequence (Q00535 whole entry, looked up): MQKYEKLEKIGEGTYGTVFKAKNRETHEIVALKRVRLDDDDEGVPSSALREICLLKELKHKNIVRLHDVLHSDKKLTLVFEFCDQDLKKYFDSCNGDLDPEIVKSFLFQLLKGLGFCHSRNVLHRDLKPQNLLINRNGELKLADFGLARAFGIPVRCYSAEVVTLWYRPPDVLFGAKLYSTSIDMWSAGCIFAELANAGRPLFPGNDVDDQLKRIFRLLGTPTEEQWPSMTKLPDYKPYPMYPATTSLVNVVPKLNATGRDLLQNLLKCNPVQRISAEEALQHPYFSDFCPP
Target sequence (Q15078 whole entry, looked up): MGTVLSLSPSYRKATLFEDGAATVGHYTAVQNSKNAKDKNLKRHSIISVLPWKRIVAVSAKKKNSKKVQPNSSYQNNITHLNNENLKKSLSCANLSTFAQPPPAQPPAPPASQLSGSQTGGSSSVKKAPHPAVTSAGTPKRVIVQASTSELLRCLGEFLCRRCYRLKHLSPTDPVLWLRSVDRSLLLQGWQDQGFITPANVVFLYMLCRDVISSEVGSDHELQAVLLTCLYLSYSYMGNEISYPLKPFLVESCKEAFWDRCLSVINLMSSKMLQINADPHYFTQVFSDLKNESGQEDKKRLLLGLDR
HTR5A inv ctr: HTR5A inverse agonists in luminescence cell assay, primary screen, counter-screen for OPRM1-OPRD1 heterodimer inverse agonist project, full-deck HTS; 5-hydroxytryptamine receptor 5A (Homo sapiens), P47898; HTR5A cell line, inverse agonism; inhibition, % at 9.3 µM; 340,000 compounds, 0.083% hits; AID 504634, 2011; in the data active = inhibition mostly above about 23%, no sharp cut-off; inactive = mostly below about 18%;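 note: 0% = cells with DMSO and 100% = no-cell wells with DMSO; some compounds called inactive have numbers as strong as hits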
Tat transport: E. coli Tat export inhibitors, primary screen, MC4100, TorA-mCherry reporter, fluorescence, single point; inhibition, % at 10 µM; 340,000 compounds, 0.036% hits;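 active = mean replicate inhibition at least 50% and at least half of replicates individually reaching 50%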;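 note: exported cargo escapes ClpAP degradation while cytoplasmic cargo is degraded and loses fluorescence; 0% = median of neutral control wells and 100% = median of NaSCN control wells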
Active calls of the source: *; i = inactive; . = no result given.

SMILES	PKA-R1A act	AddAB inh	phage Ecoli inh	E coli growth	HTR5A ag ctr	PKA-R2B activ	SUMO Mot1 rescue	DAGLB inhibitor	CDK5 inh	HTR5A inv ctr	Tat transport
CCCCc1cc(=O)oc2c(C)c(OCC(=O)NCC3CCC(C(=O)O)CC3)ccc12 (stereo unspecified)	-10	4.9	3.1	-1.7	3	0	98	-4	-2.2	7	-6
CCOc1ccc(NC(=O)CN(C)C(=O)C2CCCC2)cc1OCC	-4	0.8	2.7	1.2	8	-7	46	-1	0.6	-7	-5
CC1CCCN(C(=O)C(Cc2ccccc2)n2cccc2)C1 (stereo unspecified)	-3	-0.8	6.3	-0.9	-2	-1	-12	-3	-1.1	8	-6
COC(=O)C1=C[C@@H](C(=O)OC)[C@@H]2C3=C(C(=O)C2(C)C)[C@H](c2ccccc2)[C@@H]2C(=O)N(C)C(=O)[C@@H]2[C@@H]3C1	-3	-1.8	-3.0	0.1	8	-8	-11	0	-0.1	-23	2
CSc1ccc(C(=O)C2CCCN(C(=O)CCc3c(C)nn(C)c3C)C2)cc1 (stereo unspecified)	-11	-1.2	3.9	-1.9	-1	-7	-7	1	1.8	2	1
CC(C)OC(=O)COc1cc(O)c2c(=O)cc(-c3ccccc3)oc2c1	12	-0.5	-0.6	-2.6	7	12	-18	-2	-1.1	-7	0
Cc1cccc(N2CCN(C(=O)c3cccn4c(=O)c5c(C)c(C)sc5nc34)CC2)c1C	3	1.5	3.2	-2.3	-5	-3	.	-4	-0.8	13	-7
O=C1COc2ccc(C(=O)COC(=O)c3nc(Cl)ccc3Cl)cc2N1	-2	.	0.8	.	1	-3	.	-2	0.8	8	16
O=C(CSC1=Nc2ccccc2C2CC=NN12)NCc1ccco1 (stereo unspecified)	-2	0.0	-1.4	0.9	-1	6	-10	-3	1.6	3	-2
Cc1nn(C)c(C)c1C1Nc2ccccc2C(=O)N1O (stereo unspecified)	6	3.1	4.6	-0.2	7	8	-8	1	1.5	-19	-6
NC(=O)c1ccc(NC(=O)COC(=O)C2CC(=O)N(Cc3ccccc3)C2)cc1 (stereo unspecified)	-8	3.2	0.9	0.8	2	7	.	0	-1.8	-5	-10
Cc1cccc2sc(NC(=O)CSCc3ccccc3)nc12	-5	0.8	2.1	-0.5	-1	0	14	-10	-1.7	-27	-2
Cc1cccc(/C(N)=N/OC(=O)COc2ccc(Cl)cc2)c1	-2	-0.2	3.0	-1.9	0	3	3	-29	0.2	-7	-5
CN(C(=O)CSc1ncnc2scc(-c3ccccc3)c12)C1CCS(=O)(=O)C1 (stereo unspecified)	0	-3.1	3.5	1.4	3	0	13	0	-0.2	16	4
COc1ccc(CCN2CCCn3c2nc2c3c(=O)n(CC(C)C)c(=O)n2C)cc1OC	1	.	-1.7	.	2	5	-1	-2	-0.5	-7	-5
NC(=O)COC(=O)c1ccccc1OCc1ccccc1	-2	2.1	1.5	-4.1	2	-14	86	-3	0.5	-37	-6
CCOc1ccccc1N1CC(C(=O)Nc2cc(S(C)(=O)=O)ccc2Cl)CC1=O (stereo unspecified)	5	0.0	0.4	-1.4	-4	-10	12	0	0.0	-2	2
CC(C)(C)NC(=O)CSc1nc(N)cc(=O)[nH]1	13	1.2	1.0	1.1	4	-3	-16	0	-0.8	3	0
O=C(CN1CCOCC1)Nc1ncccn1	-5	-0.7	0.1	-1.9	0	2	-4	-2	-2.4	-32	-4
COc1ccc(Cl)cc1NC(=O)CSc1nnc(Cc2cccn2C)n1-c1ccc(F)cc1	-2	4.0	2.4	2.1	-6	5	71	-1	2.2	15	-5
CCOC(=O)c1ccc2ncc(C(=O)OCC)c(NCCN(C)C)c2c1	8	-1.2	-0.2	0.1	-2	1	10	-5	-1.6	5	-3
COC(=O)CNC(=O)COC(=O)/C=C/c1ccc(F)cc1	-7	2.1	3.0	2.3	-2	-9	.	0	-0.9	5	-2
Cc1ccc(NC(=O)c2cc(CC(C)C)nc3ccccc23)cc1	-4	0.6	2.1	0.5	4	8	-15	-9	-0.9	-16	8
CC1(C)Cc2cccc(OCC(=O)N3CCN(c4ccc([N+](=O)[O-])cc4)CC3)c2O1	1	0.1	-0.1	-2.7	-1	-6	56	0	-1.5	12	5
O=C(COC(=O)Cc1c(F)cccc1Cl)NNC(=O)c1ccccc1	2	-1.0	4.5	-2.4	2	1	389	1	-4.4	-5	3

A different layout for part of the listing above.
Below each compound – PKA-R1A act	AddAB inh	phage Ecoli inh	E coli growth	HTR5A ag ctr	PKA-R2B activ	SUMO Mot1 rescue	DAGLB inhibitor	CDK5 inh	HTR5A inv ctr	Tat transport
Cc1cccc(/C(N)=N/OC(=O)COc2ccc(Cl)cc2)c1
  -2	-0.2	3.0	-1.9	0	3	3	-29	0.2	-7	-5
O=C(COC(=O)Cc1c(F)cccc1Cl)NNC(=O)c1ccccc1
  2	-1.0	4.5	-2.4	2	1	389	1	-4.4	-5	3
Cc1cccc(N2CCN(C(=O)c3cccn4c(=O)c5c(C)c(C)sc5nc34)CC2)c1C
  3	1.5	3.2	-2.3	-5	-3	.	-4	-0.8	13	-7
NC(=O)c1ccc(NC(=O)COC(=O)C2CC(=O)N(Cc3ccccc3)C2)cc1 (stereo unspecified)
  -8	3.2	0.9	0.8	2	7	.	0	-1.8	-5	-10

Ordered by molecular weight (rising): part of the list above
SMILES	PKA-R1A act	AddAB inh	phage Ecoli inh	E coli growth	HTR5A ag ctr	PKA-R2B activ	SUMO Mot1 rescue	DAGLB inhibitor	CDK5 inh	HTR5A inv ctr	Tat transport
CC(C)(C)NC(=O)CSc1nc(N)cc(=O)[nH]1	13	1.2	1.0	1.1	4	-3	-16	0	-0.8	3	0
NC(=O)COC(=O)c1ccccc1OCc1ccccc1	-2	2.1	1.5	-4.1	2	-14	86	-3	0.5	-37	-6
COc1ccc(CCN2CCCn3c2nc2c3c(=O)n(CC(C)C)c(=O)n2C)cc1OC	1	.	-1.7	.	2	5	-1	-2	-0.5	-7	-5

Remaining list, next part.
SMILES	PKA-R1A act	AddAB inh	phage Ecoli inh	E coli growth	HTR5A ag ctr	PKA-R2B activ	SUMO Mot1 rescue	DAGLB inhibitor	CDK5 inh	HTR5A inv ctr	Tat transport
COc1ccc(/C=C(\CC(=O)O)c2nc3ccccc3o2)cc1	-3	-2.6	2.1	-2.5	1	-3	-3	0	0.4	-16	-8
Cc1oc(/N=C/c2ccc3c(c2)OCO3)c(C#N)c1C	0	0.5	0.3	4.6	1	-1	0	0	-1.4	21	-8
COCCCNC(=O)C(C)N1c2cccc3cccc(c23)S1(=O)=O (stereo unspecified)	3	.	-0.4	.	-1	1	38	-1	1.9	2	-2
CCCCNC(=O)CCn1c(=O)c2ccccc2n(Cc2ccccc2C)c1=O	-11	2.3	2.9	-1.5	1	-8	8	-1	-0.4	-34	-4
O=C(NCCc1cccnc1)C1CCC(=O)N(Cc2ccc(Cl)cc2)C1 (stereo unspecified)	-10	.	1.9	.	1	0	.	-1	-1.7	18	4
Cc1cccc(C)c1NC(=O)Cn1c(=O)n(CCC(=O)NCc2ccco2)c(=O)c2sccc21	4	1.1	2.9	0.6	0	-7	-6	-1	-1.0	3	-1
Cc1cc(NC(=O)C2C3C(=O)N(CC4CCCO4)C(C(=O)NCc4ccccc4)C34C=CC2(C)O4)no1 (stereo unspecified)	-10	2.2	1.6	-1.4	0	-1	-2	1	-0.6	2	-4
Cc1cc(N2CCCC2)n2nc(C)nc2n1	-21	-2.3	2.1	-0.9	3	0	1	1	-0.5	-7	12
CCOc1cccc(C(=O)Nc2ccc(NC(=O)c3ccccc3)c(C)c2)c1	-6	2.1	-0.4	-2.3	-2	-4	i	3	-0.1	7	-7
CC(C)Oc1ccc(S(=O)(=O)N2CCCCC2)cc1NC(=O)CN1C(=O)NC(C)(c2ccccc2)C1=O (stereo unspecified)	-3	2.0	-0.9	1.1	4	-8	17	0	-0.5	11	3
COc1ccc2c(c1)OC13CCN(C)CC1C2C(C(=O)c1ccc(F)cc1)C(=O)N3 (stereo unspecified)	-5	-1.1	1.4	-2.1	-3	0	20	3	-1.1	8	-6
COCCNC(=O)CN(C(=O)Cn1nnc2ccccc21)c1ccccc1C	-1	8.0	3.2	0.3	0	4	-12	2	-1.1	1	2
CN(C)C(=O)[C@H]1C[C@H]1[C@@H](O)[C@H](CO)NC(=O)[C@H](Cc1ccccc1)NC(=O)OC(C)(C)C	4	4.1	-7.9	0.5	9	-6	-12	-1	-1.5	-3	-3
Oc1ccc(Cl)cc1C=Nc1ccccc1Br	-8	2.7	0.5	-1.8	5	-15	-21	-1	1.1	-11	-14
Cc1noc(C)c1CSc1ncnc2ccccc12	-6	2.4	2.4	0.1	4	-5	27	-2	0.5	0	-9
Cc1cc(C)n2c(Br)c(CN3CCCC(C)C3)nc2n1 (stereo unspecified)	-4	-1.2	2.0	1.3	3	-14	7	0	-1.0	-7	2
Cc1cc2ccccc2c(=O)n1CC(=O)NCC(=O)N(C)C1CCCCC1	5	0.5	1.1	-0.4	2	-9	-17	3	-0.4	-3	3
Cc1ccc(C(=O)COC(=O)C(C)N2C(=O)C3C4C=CC(C4)C3C2=O)cc1C (stereo unspecified)	-7	.	1.3	.	-9	-9	-4	0	-1.5	20	-7
Cc1cccc(N2CCN(C(=O)COc3ccc4c(C)cc(=O)oc4c3C)CC2)c1C	1	4.5	3.8	0.3	3	-4	7	2	0.4	-6	18
CC1(C)CC2CC(C)(CN2C(=O)c2cc(-c3ccc(F)cc3)on2)C1 (stereo unspecified)	5	0.6	4.2	-2.1	4	-2	54	-4	0.1	-10	6
CCOCN(C(=O)Cn1c(C(C)O)nc2ccccc21)c1c(C)cccc1CC (stereo unspecified)	-4	-1.9	2.4	0.2	.	-3	6	-1	0.4	.	-4
CCOc1ccc(C(C(=O)NC(C)(C)C)N(CCOC)C(=O)CCC(=O)Nc2nccs2)cc1 (stereo unspecified)	1	-1.0	0.4	-0.2	1	6	8	-1	0.1	-13	-5
COc1ccc(/C=C2\SC(=O)N(CC(=O)NC3CCS(=O)(=O)C3)C2=O)cc1 (stereo unspecified)	-3	-0.6	0.9	2.1	3	-16	-6	2	.	-11	-5

Assay outcomes from PubChem BioAssay.
